# ARNT-TACC3 inh: ARNT/TACC3 interaction disruption | Q9Y6A5 | AlphaScreen His-ARNT PAS-B/GST-TACC3 binding, luminescence; TACC3 fragment carries E629A point mutation | inhibition, % at 9.99 µM | 0.66% of 390,000 active;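 active = mean inhibition of replicates at least 50% and at least half of replicates each reaching 50%; inconclusive = half or more replicates reach 50% but mean below 50%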;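 also: 0% = complete ARNT plus TACC3 wells and 100% = ARNT alone without TACC3; many hits fall short of the cut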
# esBAF inh: inhibitors of esBAF chromatin remodeling in mouse ES cells. reporter increase, % at 12.5 µM. Bmi1-luciferase knock-in reporter, 24 h; 100% = twice the neutral-well signal. AID 602393. 2% of 350,000 active; in the data active = activation above about 40%; inconclusive = no clear call, values can overlap the other calls;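 also: 0% = median of the plate's neutral control wells and 100% = double that signal; a rise in the Bmi1 reporter signal indicates esBAF inhibition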
# CFTR F508del cor: correctors of CFTR F508del function in bronchial epithelial cells. 0.36% of 350,000 active. activity (quench increase), % at 7.58 µM. CFBE cells, YFP halide quenching; stimulated with forskolin plus potentiator P3; % fluorescence drop versus neutral controls;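 active = mean added fluorescence quench of at least 8% versus neutral control, with both replicates also reaching 8%; inconclusive = only one of the mean or replicate conditions met; inactive = mean below 8% and not both replicates reaching 8%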;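 also: cells transiently co-express mutant CFTR-F508del with the halide-sensitive YFP; corrector assay measuring rescue of mutant channel to the surface after 24 h compound exposure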
# ERAP1 HTS inh: blocks human ERAP1 aminopeptidase activity; 0.15% of 340,000 active; recombinant ERAP1, Leu-AMC fluorescence, 60 min; inhibition, % at 10.7 µM;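 active = mean replicate inhibition of at least 30%, or all replicates individually reaching that 30% level; inactive = mean below 30% and not every replicate reaching it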;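 also: 0% = neutral control wells and 100% = L-leucinethiol positive control wells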
# RAD54 branch: blocks human RAD54 Holliday junction branch migration; FAM/BHQ fluorescence; inhibition, % at 10.4 µM; 0.14% of 360,000 active;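 active = mean normalized replicate activity at least 40 and at least half of replicates scoring 40 or more; inconclusive = only one of the two criteria met; inactive = mean below 40 and under half of replicates reaching 40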;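 also: 0% = median of neutral control wells and 100% = median of positive control wells; inhibitors cause a drop in the FAM fluorescence signal; in these data hits start at about 50%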
# Target sequence (Q92698 whole entry, looked up): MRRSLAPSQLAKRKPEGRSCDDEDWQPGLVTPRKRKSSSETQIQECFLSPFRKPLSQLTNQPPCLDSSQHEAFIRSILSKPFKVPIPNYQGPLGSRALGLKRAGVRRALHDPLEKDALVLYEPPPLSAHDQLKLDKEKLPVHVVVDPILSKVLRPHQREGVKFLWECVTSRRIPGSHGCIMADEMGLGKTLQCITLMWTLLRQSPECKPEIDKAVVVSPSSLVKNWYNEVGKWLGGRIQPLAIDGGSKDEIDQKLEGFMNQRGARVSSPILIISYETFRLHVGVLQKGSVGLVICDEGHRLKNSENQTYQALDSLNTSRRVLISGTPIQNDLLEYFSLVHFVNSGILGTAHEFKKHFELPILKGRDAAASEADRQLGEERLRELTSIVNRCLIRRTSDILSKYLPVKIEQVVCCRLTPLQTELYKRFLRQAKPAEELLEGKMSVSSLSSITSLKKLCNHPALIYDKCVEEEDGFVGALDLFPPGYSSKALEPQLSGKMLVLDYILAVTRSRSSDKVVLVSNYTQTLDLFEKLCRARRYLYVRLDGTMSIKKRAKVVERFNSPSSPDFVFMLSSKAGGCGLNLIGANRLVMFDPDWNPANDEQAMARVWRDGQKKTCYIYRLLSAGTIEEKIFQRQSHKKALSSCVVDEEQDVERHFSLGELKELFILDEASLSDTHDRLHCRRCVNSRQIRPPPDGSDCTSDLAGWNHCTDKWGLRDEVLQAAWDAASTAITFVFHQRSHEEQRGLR
# RAD52 inh: RAD52 (human) annealing inhibition; P43351; recombinant RAD52 DNA annealing, FRET fluorescence; inhibition, % at 18.7 µM; 0.46% of 360,000 active;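 active = every replicate showing at least 50% inhibition; inconclusive = mean inhibition at least 50% but not in every replicate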
# GSIS activator: GLuc luminescence reporter in INS-1E cells, primary screen for activators of glucose-dependent secretion of insulin; INS-1E GLuc reporter insulin secretion, 2-3 h; activation, % at 16.6 µM; 0.61% of 370,000 active;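 active = lowest replicate activation of at least 40%, so every replicate reaches that level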;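 also: 0% = median of neutral control wells and 100% = median of IBMX positive control wells; some compounds called inactive have numbers as strong as hits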
# Xi reactivation: activators of X-chromosome reactivation in mouse fibroblasts. 0.055% of 360,000 active. AID 743238. XiGFP mouse fibroblasts, % GFP-positive cells imaging, 3 d; cells co-treated with 5-aza-dC sensitizer; scaled so ellipticine positive control = 100%. activation, % at 7.58 µM;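 active = mean normalized replicate activation at least 10% and every replicate at or above 10%; inconclusive = only one of the two criteria met; inactive = mean below 10% and not all replicates reach 10%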;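 also: 0% = median of on-plate neutral control wells and 100% = ellipticine 6 µM median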
#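 System: XiGFP fibroblasts, SV40-immortalized. Medium: DMEM plus 5-aza-dC sensitizer. Doses: single point. Timing: 3 d treatment, 15 min room-temperature fixation. Control set: ellipticine 6 µM.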
# * marks the source's active call; other numbers are inactive results; ? = inconclusive; . = no result given.
# Screens in order – ARNT-TACC3 inh	esBAF inh	CFTR F508del cor	ERAP1 HTS inh	RAD54 branch	RAD52 inh	GSIS activator	Xi reactivation
CCCCN(C(=O)c1cccc(S(=O)(=O)N2CCN(Cc3ccccc3)CC2)c1)c1ccccc1
    2	-1	1.2	-5	1	-16	.	0.1
Cc1ccc(C)n1-c1ccc(C(=O)N2CCOCC2)cc1
    35	1	-4.5	-6	9	-61	8	.
O=C(Nc1cc(C(F)(F)F)ccc1Cl)c1cccnc1
    -9	-1	1.2	-2	-2	-14	2	0.0
COc1ccnc2c1c(=O)n(Cc1ccc(F)cc1)c(=O)n2C
    0	-1	-2.7	-2	-10	-15	14	0.0
Cc1ccc(NC(=O)COc2ccc(CCO)cc2-n2nc3ccccc3n2)cc1C
    -7	16	.	.	5	.	1	-0.1
CN(C)c1ccc(CNn2cnnc2SCc2ccccc2F)cc1
    12	20	-3.0	4	5	-33	11	.
CNC[C@@H]1Oc2c(NS(=O)(=O)c3ccc(Cl)cc3)cccc2C(=O)N([C@@H](C)CO)C[C@@H]1C
    5	-7	0.4	3	0	6	10	0.3
CN1C(C)(C)CC(=NO)CC1(C)C
    23	-4	-0.2	1	-2	-12	.	0.0
NC(=S)Nc1ccc(Cl)cc1Cl
    -2	.	1.4	-3	.	1	19	?
O=C(Nc1nc2ccc(F)cc2s1)Oc1ccccc1
    1	9	-0.8	-3	4	-15	-3	0.0
O=C(N/N=C/c1cc2c(cc1[N+](=O)[O-])OCO2)c1cccnc1
    3	-8	-1.7	-2	4	-18	1	-0.1
CC(C)(C)NC(=O)NC(=O)COC(=O)CNC(=O)c1cc(Cl)cc([N+](=O)[O-])c1
    -1	-4	-4.0	-3	2	2	-11	0.0
O=C(Cc1ccc(-c2ccccc2)cc1)NNC(=S)NCc1ccco1
    -7	.	1.6	-1	.	-18	-5	0.0
O=C(NCCCNC(=O)c1ccc(-c2cc(Cl)ccc2Cl)o1)c1cnccn1
    4	0	0.4	-2	-4	-50	-10	0.0
COc1ccc2c(c1)cc(C(=O)N/N=C/c1c(O)c(C(=O)O)cc3ccccc13)n2C
    -28	1	2.2	-2	-6	-111	.	0.2
Cc1ccc(-c2ccc(=O)n(CC(=O)NCC3COCCO3)n2)cc1 (stereo not given)
    -23	-1	-2.0	-7	3	-3	10	0.5
CC(C)c1ccc(S(=O)(=O)N2CCN(C(=O)CN3C(=O)NC4(CCCC4)C3=O)CC2)cc1
    -4	.	3.1	1	3	-4	3	-0.1
CCC(=O)N1[C@@H]2Cn3c(cccc3=O)[C@H]1[C@@H](C(=O)NC1Cc3ccccc3C1)[C@@H]2CO
    .	.	1.7	0	.	-4	16	0.0
COc1ccc(-c2cc(C(=O)OCc3ccccn3)c3ccccc3n2)cc1
    -4	8	-2.7	13	-3	-7	5	0.3
O=C(N[C@H]1CC[C@@H](CCNS(=O)(=O)c2ccc(F)cc2)O[C@H]1CO)c1ccccn1
    -8	0	-1.9	-2	-4	-10	3	-0.1

# Complete entries, quoted from the list. Order of values: ARNT-TACC3 inh | esBAF inh | CFTR F508del cor | ERAP1 HTS inh | RAD54 branch | RAD52 inh | GSIS activator | Xi reactivation
# O=C(Nc1cc(C(F)(F)F)ccc1Cl)c1cccnc1 in the list: -9 | -1 | 1.2 | -2 | -2 | -14 | 2 | 0.0
# Cc1ccc(-c2ccc(=O)n(CC(=O)NCC3COCCO3)n2)cc1 (stereo not given) in the list: -23 | -1 | -2.0 | -7 | 3 | -3 | 10 | 0.5

# The list continues.
# Screens in order – ARNT-TACC3 inh	esBAF inh	CFTR F508del cor	ERAP1 HTS inh	RAD54 branch	RAD52 inh	GSIS activator	Xi reactivation
CC(=O)NC1C(=O)N(CCc2ccccc2)c2ccc(Br)cc21 (stereo not given)
    0	9	2.9	4	-4	-13	2	.
CN(C)S(=O)(=O)c1cccc(NC(=O)COC(=O)c2cccnc2Cl)c1
    -12	-5	1.2	-4	-7	-11	-1	0.0
O=C1C=CC(=O)N1
    -6	1	-1.2	-2	-7	-2	10	0.6
Cc1ccc2c(c1)c1c(n2CCc2ccc(C)nc2)CCN(C)C1
    6	-4	0.3	0	-8	-36	.	-0.3
CCCCCC(=O)Nc1cccc(C2=NOC3(C2)C[C@@H](C(N)=O)N(C(=O)c2ccc(OC)cc2)C3)c1 (stereo not given in full)
    -2	5	-1.3	.	-13	.	-5	0.1
CCOC(=O)C1=CN(Cc2cccc(Br)c2)S(=O)(=O)N(C)C1C (stereo not given)
    -1	5	-1.8	12	1	-9	-23	0.1
COc1ccc2c3c(n(C)c2c1)[C@@H](CO)N(Cc1ccncc1)CC31CCN(C(=O)C2CCCC2)CC1
    .	.	-0.2	4	.	-167	-17	0.3
CCCN(C)C[C@@H]1Oc2cc(C#CC3(O)CCCC3)ccc2S(=O)(=O)N([C@@H](C)CO)C[C@@H]1C
    1	6	1.2	2	-2	-2	0	-0.1
COc1cc(C(=O)c2ccccc2)c([N+](=O)[O-])cc1OC
    .	.	-0.5	1	2	-15	9	-0.2
CCCNC(=O)C[C@H]1CC[C@@H]2[C@@H](COc3ccc(NC(=O)Nc4ccccc4)cc3C(=O)N2C)O1
    7	0	3.2	.	-2	.	-4	0.0
COc1ccc(S(=O)(=O)N/N=C(/C)c2ccncc2)cc1
    26	-3	1.4	-2	-12	0	2	0.4
Cc1cc2c(cc1C)-n1nnnc1C(N1CCN(CC(=O)NC(C)C)CC1)C(=O)N2 (stereo not given)
    .	.	-3.7	-1	.	-6	14	0.4
COc1ccc(NC(=O)CCNS(=O)(=O)c2ccc(Br)s2)cc1
    5	5	-0.5	-2	0	-16	-7	.
COc1cccc(CNc2nc3cc(-c4ccc(F)cc4)sc3c(=O)n2C)c1
    .	.	2.0	-2	9	-10	-2	-0.1
COc1ccc(CN(C)C[C@@H]2OCCCC[C@@H](C)Oc3ccc(NS(=O)(=O)c4cccs4)cc3C(=O)N([C@H](C)CO)C[C@H]2C)cc1
    5	-4	-1.3	3	12	14	-15	0.0
Cc1ccc(C)n1NC(=O)c1ccccc1[N+](=O)[O-]
    -1	.	-3.9	-2	.	-5	-3	0.1
Cn1c(N)c(C(=O)COC(=O)C2CCCCC2)c(=O)n(C)c1=O
    3	-3	0.5	-1	5	11	3	.
C[C@@H]1CCCCO[C@@H](CN(C)C(=O)Cc2ccccc2)[C@@H](C)CN([C@@H](C)CO)C(=O)c2cc(NC(=O)Cc3ccccc3)ccc2O1
    0	8	-1.0	-2	-2	2	-36	0.5
CC(C)CC#Cc1ccc2c(c1)O[C@H](CN(C)C(=O)CN(C)C)[C@H](C)CN([C@H](C)CO)S2(=O)=O
    25	0	-0.3	2	14	30	-12	0.0
Cc1cccc(C)c1NC(=O)CN(C)C(=O)c1ccc(-n2cncn2)c([N+](=O)[O-])c1
    13	.	-1.8	-1	4	-1	1	0.0
C[C@@H]1CCCCO[C@@H](CN(C)C(=O)Nc2cccc3ccccc23)[C@H](C)CN([C@H](C)CO)C(=O)c2cc(NS(=O)(=O)c3ccc(Cl)cc3)ccc2O1
    12	-4	5.5	-1	5	-23	26	0.0
Cc1ccccc1S(=O)(=O)NCC[C@@H]1CC[C@H](NS(=O)(=O)c2ccccc2C)[C@H](CO)O1
    -1	-4	4.1	-3	-1	-1	-1	-0.1
CC(C)(O)C(=O)NNC(=S)Nc1cccc(C(F)(F)F)c1
    6	-8	0.2	-2	-4	-2	11	0.1
N#CCCN(C(=O)COC(=O)C1CCN(S(=O)(=O)c2cccs2)CC1)c1ccccc1
    -9	.	0.5	-4	.	-16	7	0.2
CCOC(=O)N1CCN(C(=O)CNC(=O)Cn2cnc3ccccc3c2=O)CC1
    .	-3	1.3	-5	2	-7	-4	0.0
COc1ccc(CN(C)C[C@@H]2Oc3ccc(NC(=O)Nc4cccc5ccccc45)cc3CC(=O)N([C@H](C)CO)C[C@@H]2C)cc1
    3	0	2.9	-1	8	-3	-2	-0.5
CN(C)c1nc(=Nc2cccc(Cl)c2)ss1
    -2	25	1.6	-6	-5	-4	4	0.2
COCC#Cc1ccc([C@H]2[C@@H](CO)N3CCCCN(S(=O)(=O)c4ccccc4C)C[C@@H]23)cc1
    14	.	-1.8	-1	7	-21	15	0.0
Cc1cc(C(=O)NCC(=O)OCC(=O)NCCc2ccccc2)ccc1[N+](=O)[O-]
    -6	.	-0.9	4	.	6	24	0.0
COc1ccc(NC(=O)N[C@@H]2CC[C@@H](CCn3cc(-c4ccccn4)nn3)O[C@H]2CO)cc1
    61*	0	-4.0	-1	3	0	7	-0.2
COCCSc1nnc(NC(=O)CSCc2ccccc2)s1
    2	-4	.	-1	15	-3	-3	.
O=C(COc1ncnc2ccccc12)Nc1ccc(Cl)c(S(=O)(=O)N2CCOCC2)c1
    3	.	2.5	1	-4	-9	-7	0.0
CC(C)CCn1c(SCC(=O)OCn2nnc3ccccc3c2=O)nc2ccccc2c1=O
    -2	-8	.	.	-12	.	-19	.
CCCCCC(=O)N/N=C(\C)c1ccc(N2CCCCC2)cc1
    5	.	-0.3	1	.	-13	-7	0.0
CC(C)OP(=O)(OC(C)C)C(Nc1ccc([N+](=O)[O-])cc1)c1cccc([N+](=O)[O-])c1 (stereo not given)
    -2	.	1.2	6	.	1	-33	0.4
C[C@H](CO)N1C[C@H](C)[C@H](CN(C)C(=O)C2CCCCC2)Oc2ncc(C#CC3(O)CCCC3)cc2C1=O
    -4	-1	1.3	-5	-7	1	-2	-0.3
C[C@H](CO)N1C[C@H](C)[C@@H](CN(C)C(=O)C2CCC2)Oc2ncc(-c3cccc(F)c3)cc2C1=O
    -6	0	-0.8	2	-1	-5	4	-0.4
Cc1ccc(-n2nnc3c(=O)oc4ccccc4c32)cc1
    -9	-3	.	.	-13	.	-14	.
C[C@H](CO)N1C[C@H](C)[C@@H](CN(C)C(=O)c2ccncc2)Oc2cc(C#CC3(O)CCCC3)ccc2S1(=O)=O
    -1	3	0.0	-4	-7	2	9	0.1
CC1=NN(c2nc(-c3ccccc3)cs2)C(=O)C1N=Nc1ccccc1 (stereo not given)
    -5	8	-4.0	-2	-2	-25	5	0.3
CCOc1ccc(N2C(=O)Nc3ccc(Br)cc3C2(O)C(=O)NC(C)C)cc1 (stereo not given)
    -1	0	-0.2	4	-2	-10	14	0.2
Cc1nnc(-c2ccccc2)nc1N(C)C
    -1	.	3.1	0	.	-14	-2	0.3
COc1ccccc1NC(=S)N=Nc1c(O)[nH]c2ccc(Br)cc12
    -2	15	0.9	-3	-5	-17	7	0.4
N/C(=N\OC(=O)CCn1cccc(C(F)(F)F)c1=O)c1ccc(Cl)cc1
    -6	2	0.5	.	6	-47	-26	0.2
COc1cccc(NC(=O)C2(C)CCN2C(=O)Cc2cccc3ccccc23)c1 (stereo not given)
    .	-2	-1.4	3	2	-12	-16	0.0
O=C(CCNC(=O)C1CCN(S(=O)(=O)c2ccc(F)cc2)CC1)NC1CC1
    2	-3	1.7	1	19	-8	21	0.1
O=C1CCC(C(=O)OCc2nnc(-c3ccc(Cl)cc3)o2)=NN1
    -3	4	-1.9	2	-12	-7	1	0.1
C[C@@H]1CN([C@@H](C)CO)S(=O)(=O)c2ccc(C#CCN(C)C)cc2O[C@H]1CN(C)C(=O)Nc1ccccc1F
    5	1	-1.2	-2	-2	-12	13	-0.3

# Bioassay records from PubChem BioAssay.
